Bioassay records deposited in PubChem by several laboratories.
HTRA1 inh: blocks human HTRA1 serine peptidase; Q92743; recombinant HTRA1, FP-rhodamine activity-based probe, fluorescence polarization; inhibition, % at 5.96 µM; 340,000 tested, 0.5% active; in the data active means inhibition above about 36%;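 further: 0% = enzyme with DMSO and 100% = wells lacking enzyme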
SMARCA2 act: SMARCA2 function activation, primary screen. activation, % at 9.1 µM. MG213 cells, MMTV-luciferase reporter, dexamethasone, overnight. AID 652017. 370,000 tested, 1% active; in the data active means activation above about 7.8%;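 further: 0% = vehicle wells and 100% = reference activator wells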
ARFGAP1 inh: inhibitors of rat ARFGAP1; Q62848; Arfgap1-stimulated ARF1 GTP hydrolysis, GDP FP detection; inhibition, % at 16.5 µM; 360,000 tested, 0.26% active;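 active means inhibition above a per-plate limit, mean inhibition of low control wells plus 3 SD, cut at about 25% in these data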;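 further: 0% = DMSO wells with enzyme and 100% = wells lacking Arfgap1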
Target sequence (Q62848 1-136 limits assumed): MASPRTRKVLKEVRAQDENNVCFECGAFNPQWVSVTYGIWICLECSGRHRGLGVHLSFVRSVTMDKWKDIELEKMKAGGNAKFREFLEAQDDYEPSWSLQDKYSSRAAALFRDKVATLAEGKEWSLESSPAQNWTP
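System: truncated rat Arfgap1 GAP domain / Medium: HEPES-based buffer, pH 7.5 / Also added: N-terminally truncated human ARF1-GTP substrate / Incubation: enzyme reaction 120 min at 25 °C after 20 min preincubation / Measured by: FP of antibody-bound GDP Alexa 633 tracer, ex 620/em 688 nm / Replicates: singlicate, each compound tested once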
NR1D1 modulator: Rev-erb alpha (human) modulation | 370,000 tested, 0.79% active | activity, % at 10 µM | Rev-erbα–FITC-DNA binding, fluorescence polarization, 90 min | P20393;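 active means activity above about 14%, limit read from the data; passing the limit was not always enough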;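 further: 0% = DMSO wells with 35 nM protein and 100% = DMSO wells with 750 nM protein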
Target sequence (P20393 whole entry, looked up): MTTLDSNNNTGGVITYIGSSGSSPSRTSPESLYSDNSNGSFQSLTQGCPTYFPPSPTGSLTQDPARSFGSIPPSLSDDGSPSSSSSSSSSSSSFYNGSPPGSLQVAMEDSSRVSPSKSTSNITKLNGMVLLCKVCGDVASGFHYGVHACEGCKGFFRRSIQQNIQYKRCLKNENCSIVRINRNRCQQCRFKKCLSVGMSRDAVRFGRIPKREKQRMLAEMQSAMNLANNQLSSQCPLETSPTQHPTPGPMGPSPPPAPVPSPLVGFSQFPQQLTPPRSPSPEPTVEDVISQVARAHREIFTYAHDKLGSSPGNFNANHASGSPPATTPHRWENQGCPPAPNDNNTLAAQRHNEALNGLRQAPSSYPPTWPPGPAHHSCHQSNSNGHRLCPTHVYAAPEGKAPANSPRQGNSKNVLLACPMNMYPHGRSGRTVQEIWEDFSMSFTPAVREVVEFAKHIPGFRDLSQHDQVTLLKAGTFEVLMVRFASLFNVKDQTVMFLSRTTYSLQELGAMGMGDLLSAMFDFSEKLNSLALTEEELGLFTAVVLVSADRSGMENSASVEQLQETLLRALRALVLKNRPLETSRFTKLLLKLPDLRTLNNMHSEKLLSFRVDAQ
NPR2 activator: GC-B (human) receptor activation; P20594; HEK293-GC-B cells, CNP EC30, cGMP TR-FRET; 0% at EC30 CNP, 100% saturating CNP; activation, % at 10 µM; 370,000 tested, 0.11% active; AID 1920062;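 active means activation at 10 µM reaching about 35% in either raw or pattern-adjusted values, limit read from the data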
rCAG binder: binds r(CAG) RNA repeats; r(CAG) RNA repeat, TO-PRO-1 dye displacement fluorescence; inhibition, % at 3 µM; 370,000 tested, 1.3% active; AID 651821;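 active means inhibition above the plate cutoff, the mean of all test compounds on that plate plus 3 SD, cut at about 35% in these data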;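 further: 0% = DMSO alone and 100% = 100 µM mitoxantrone as full dye displacement; higher means more dye released from RNA so lower well fluorescence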
ASAP1 inh: ASAP1 ArfGAP inhibition; Q9ULH1; ASAP1-stimulated ARF1 GTP hydrolysis, GDP FP detection; inhibition, % at 16.5 µM; AID 624377; 360,000 tested, 0.19% active; in the data active means inhibition above about 25%;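 further: 0% = vehicle with enzyme and substrate and 100% = no enzyme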
NPR1 activator: GC-A (human) enzyme activation; HEK293 GC-A cells, cGMP TR-FRET, EC30 ANP; 0% at EC30 ANP, 100% saturating ANP; activation, % at 10 µM; 370,000 tested, 0.14% active; in the data active means activation above about 40%
PG9 Ab binder: binds the HIV-1 gp120 antibody PG9 | TR-FRET gp120-PG9 antibody binding | inhibition, % at 6.7 µM | 360,000 tested, 0.43% active | AID 624416; in the data active means inhibition above about 8.5%
mABHD4 FP: ABHD4 (mouse) inhibition, primary FP screen; Q8VD66; 370,000 tested, 0.54% active; inhibition, % at 8.92 µM; purified mABHD4, FP-Rh probe fluorescence polarization;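 active means inhibition exceeding the mean over every tested compound plus 3 SD, cut at about 30% in these data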;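 further: 0% = plate median of compound wells and 100% = S159A mutant with DMSO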
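assay system = mABHD4 protein | compound dosing = single nominal dose of 8.92 µM, 0.89% DMSO final | read-out basis = percent inhibition of probe binding, normalized to plate controls | schedule = Enzyme–compound pre-incubation 45 min, then probe 60 min, both 25 °C | detection = fluorescence polarization, excitation 525 nm, emission 598 nm, BODIPY TMR filters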
An asterisk follows results filed as active; · = no result given. Rows are unselected, and some 4.4% of all compounds hit somewhere here.

The first 12 compounds, ahead of the listing:
SMILES	HTRA1 inh	SMARCA2 act	ARFGAP1 inh	NR1D1 modulator	NPR2 activator	rCAG binder	ASAP1 inh	NPR1 activator	PG9 Ab binder	mABHD4 FP
Cc1ccc2c(c1)[C@@H](O)C[C@@H](C)N2N=O	9	-2	-13	0	3	0	-1	0	0.3	1
COc1ccnc(-n2cccc2C#N)c1C#N	4	0	8	-3	-3	-1	13	0	-0.8	2
COc1ccc(S(=O)(=O)NCCc2nnc3ccc(SCc4cccnc4)nn23)cc1	-4	1	0	4	4	-2	-2	1	-1.1	-1
CCSc1nc(N)nc2c1ncn2C1OC(CO)C(O)C1O (stereo unspecified)	8	-4	-15	0	-7	0	-6	2	-3.3	-9
O=C1Nc2cc3c(cc2C1=O)sc1ccccc13	·	-2	0	-3	-11	21	-10	-5	-12	25
CC(C)(C)N(CC#CCC1(O)c2ccccc2-c2ccccc21)CCO	1	-1	0	1	2	-7	5	3	-3.0	-2
COc1ccc(NS(=O)(=O)c2ccc(-c3n[nH]c(=S)n3Cc3ccccc3)cc2)cc1	-8	3	3	-1	-15	19	-21	-19	0.4	3
COc1ccc(C)cc1N(CC(N)=O)S(=O)(=O)c1ccc(C)cc1	5	1	-1	-3	-15	-5	5	-24	0.6	3
Cc1c(C(=O)NCc2ccc3c(c2)OCO3)sc2nc(-c3ccccc3)cn12	6	-1	14	-2	-2	4	-2	6	-1.4	0
COc1cc(CCC(=O)OCC(=O)Nc2ccccc2C(C)C)cc(OC)c1OC	0	-2	6	-5	1	0	-6	0	-2.6	6
Cc1occc1-c1nnc(SCC(=O)NC2CC2)n1C(C)C	-1	0	8	5	3	0	8	3	0.9	6
C/C(N)=C(/C#N)C(=O)CN1CCCCC1	-4	0	-9	-2	-3	2	-9	6	2.0	0

The listing, previewed entries included:
SMILES	HTRA1 inh	SMARCA2 act	ARFGAP1 inh	NR1D1 modulator	NPR2 activator	rCAG binder	ASAP1 inh	NPR1 activator	PG9 Ab binder	mABHD4 FP
Cc1ccc2c(c1)[C@@H](O)C[C@@H](C)N2N=O	9	-2	-13	0	3	0	-1	0	0.3	1
COc1ccnc(-n2cccc2C#N)c1C#N	4	0	8	-3	-3	-1	13	0	-0.8	2
COc1ccc(S(=O)(=O)NCCc2nnc3ccc(SCc4cccnc4)nn23)cc1	-4	1	0	4	4	-2	-2	1	-1.1	-1
CCSc1nc(N)nc2c1ncn2C1OC(CO)C(O)C1O (stereo unspecified)	8	-4	-15	0	-7	0	-6	2	-3.3	-9
O=C1Nc2cc3c(cc2C1=O)sc1ccccc13	·	-2	0	-3	-11	21	-10	-5	-12	25
CC(C)(C)N(CC#CCC1(O)c2ccccc2-c2ccccc21)CCO	1	-1	0	1	2	-7	5	3	-3.0	-2
COc1ccc(NS(=O)(=O)c2ccc(-c3n[nH]c(=S)n3Cc3ccccc3)cc2)cc1	-8	3	3	-1	-15	19	-21	-19	0.4	3
COc1ccc(C)cc1N(CC(N)=O)S(=O)(=O)c1ccc(C)cc1	5	1	-1	-3	-15	-5	5	-24	0.6	3
Cc1c(C(=O)NCc2ccc3c(c2)OCO3)sc2nc(-c3ccccc3)cn12	6	-1	14	-2	-2	4	-2	6	-1.4	0
COc1cc(CCC(=O)OCC(=O)Nc2ccccc2C(C)C)cc(OC)c1OC	0	-2	6	-5	1	0	-6	0	-2.6	6
Cc1occc1-c1nnc(SCC(=O)NC2CC2)n1C(C)C	-1	0	8	5	3	0	8	3	0.9	6
C/C(N)=C(/C#N)C(=O)CN1CCCCC1	-4	0	-9	-2	-3	2	-9	6	2.0	0
CCOc1ccc(NS(=O)(=O)c2cccc(C(=O)N(C)Cc3ccco3)c2)cc1	6	1	-8	-4	-7	4	13	-1	0.8	3
COC(=O)/C=C1\SC(=Nc2ccc(OC)cc2)NC1=O	-5	1	-2	-7	-6	0	13	-6	-1.5	-1
O=C(Nc1ccccc1)C(Cc1ccccc1)NC(=O)C12CC3CC(CC(C3)C1)C2 (stereo unspecified)	-2	2	4	-4	1	-2	2	0	0.8	3
CC(OC(=O)c1cc2sccc2n1C)C(=O)NC(C)(C)C (stereo unspecified)	-6	1	3	-2	2	-2	-4	3	-1.9	-5
O=[N+]([O-])c1ccc(-n2nnnc2CN2CCOCC2)cc1	6	0	-8	-4	-4	0	2	5	-0.6	2
CCc1ccccc1N1CC(C(=O)Nc2cc(S(=O)(=O)N3CCCC3)ccc2Cl)CC1=O (stereo unspecified)	3	-1	3	2	7	12	9	-4	0.2	6
Nc1ccc(Nc2ccccc2)cc1	69*	-1	11	6	-6	12	-10	-8	2.5	47*
CCC(CO)Oc1cc(NCc2ccccc2)c2ncn(C(C)C)c2c1 (stereo unspecified)	21	0	4	0	2	2	-5	2	-3.8	7
CCOC(=O)Nc1ccc2c3c(cccc13)-c1ccccc1-2	-17	4	2	4	-8	7	-10	17	2.9	-2
Cc1cccc(-c2nnc(SCC(=O)c3ccc(F)cc3)n2C)c1	·	7	·	3	-9	2	·	-4	·	2
O=S(=O)(c1ccc2c(c1)N(Cc1ccc(Cl)cc1)C1CCCN21)N1CCOCC1 (stereo unspecified)	-4	-1	-6	-3	8	7	6	0	0.0	-17
Cc1nn(CC(=O)Nc2nnc(CC(=O)N3CCCC3)s2)c(=O)c2ccccc12	6	-2	8	-1	8	2	3	2	-1.3	-3
Cc1ccc(C(=O)NC(C)CCc2ccccc2)cc1[N+](=O)[O-] (stereo unspecified)	-1	-5	3	3	7	2	12	-2	-1.7	-12
O=c1c2ccccc2nnn1CSc1nnc2ccccn12	4	4	7	1	1	-2	6	4	-0.9	0
COC(=O)[C@@]12CCCCN1[C@H](c1ccc(-c3ccc(F)cc3)c(OC)c1)[C@H]1C(=O)N(C)C(=O)[C@H]12	-1	1	6	1	-9	-1	-3	-6	-0.7	4
CCOC(=O)N1CCN(CCC(=O)Nc2cccc(Cl)c2C)CC1	2	0	5	1	-2	-2	-2	-1	-0.3	-6
O=C(C[C@H]1C/C=C\CC[C@H](Cc2ccc(F)cc2)C(=O)OC[C@@H](Cc2c[nH]c3ccccc23)NC1=O)NCCO	5	1	-2	7	2	0	9	0	-1.1	-7
COc1ccc(CC(=O)Nc2cccc(/C(C)=N/NC(=O)C3(C)CC3(Br)Br)c2)cc1 (stereo unspecified)	-11	-3	1	1	-5	4	-10	-4	-1.6	-6
CC1CCCN(C2=C(Cl)C(=O)N(c3cccc(Cl)c3)C2=O)C1 (stereo unspecified)	-3	-1	-11	-1	-7	-5	-3	2	-1.5	1
CC(C)Cc1ccc(S(=O)(=O)NCC2CCCO2)cc1 (stereo unspecified)	-2	-3	3	9	7	-3	-2	3	-0.9	1
COC(=O)c1cc2nc(-c3ccccc3)cc(C)n2n1	6	0	-6	-3	-3	-2	5	-4	0.2	-2
COc1ccc(S(=O)(=O)N2CCN(CC(=O)NCC3(N4CCOCC4)CCCCC3)CC2)cc1	5	-2	-2	-7	0	0	-17	-2	-0.7	6
O=C(COc1ccc(S(=O)(=O)NCCc2ccccc2)cc1)N1CCCC1	1	-3	-7	-2	-3	-1	8	0	-1.2	-7
Cc1ccc(S(=O)(=O)Nc2ccc(N(C)S(=O)(=O)c3ccc(C)cc3)cc2)cc1	-20	1	-2	-2	-3	7	-4	1	-0.4	13
CC(=O)Nc1ccc(C(=O)N/N=C/c2cc(Br)cc(Br)c2O)cc1	21	-3	2	1	-9	3	11	-10	-0.4	5
Cc1nn(Cc2ccc(C(=O)Nc3nc4c(C)cccc4s3)o2)c(C)c1Br	-9	-2	2	5	-2	8	8	8	0.5	-10
Cc1cc(NC(=O)CSc2nc3ccccc3[nH]2)n(-c2ccccc2)n1	·	-6	4	1	-4	-2	-4	3	-2.5	-4
COC(=O)[C@@]1(C(C)C)N=C(c2cc(OC)c(OC)c(OC)c2)[C@]2(O1)C(=O)N(C)c1ccccc12	·	-1	-7	5	-28	-1	4	-21	0.0	4
CCOc1ccc(C(=O)N2CCN(Cc3ccccc3)CC2)cc1	0	-1	4	-2	6	-7	2	1	0.3	-5
Cc1cc(Cl)c2oc(C(=O)N(CCO)Cc3ccccc3)c(C)c2c1	-26	0	16	0	-2	1	-8	-8	1.4	-20
CCOc1cc(Br)ccc1S(=O)(=O)NCc1ccccc1	-9	·	·	-1	2	·	·	5	·	·
O=C(CSc1n[nH]c(-c2ccccc2)n1)Nc1ccc(Br)cn1	-19	1	20	2	-2	6	-13	9	-0.3	-5
Cc1cccc(NC(=O)CNC(=O)CN2C(=O)NC3(CCc4ccccc43)C2=O)c1C (stereo unspecified)	-10	1	17	-5	-4	15	15	-2	-0.8	-1
CC(=O)c1ccc(Oc2cnccn2)cc1	2	0	-2	1	-1	2	-2	2	-2.4	-4
O=c1c2ccccc2nc2c3ccccc3c3nncn3n12	3	3	-2	8	0	2	6	6	-1.1	2
COc1ccc(C(=O)Nc2ccc3c(c2)C(=O)N(C)[C@H]2CC[C@H](CC(=O)NCC4CC4)O[C@@H]2CO3)cc1	·	-4	·	30*	3	3	·	1	·	10
Clc1ccc(-n2nnc(-c3cccnc3Cl)n2)cc1Cl	0	2	-6	-15	4	4	0	0	-0.4	8
CCCCNc1c([N+](=O)[O-])ncn1C	·	8	-2	-4	3	-1	6	-3	-2.3	3
S=C(NCCc1c[nH]c2ccccc12)NC1CCCC1	3	0	-1	0	1	1	-1	3	-1.8	13
CCOC(=O)c1ccc(NC(=O)Nc2ccc3c(c2)OCCO3)cc1	6	-4	6	1	5	13	6	5	0.5	4
O=c1c2ccccc2nc(-c2ccco2)n1CCc1ccc(O)cc1	-21	-3	-9	0	-2	5	17	-2	-2.7	-8
COc1ccccc1NC(=O)C(C)NS(=O)(=O)c1ccc(F)cc1 (stereo unspecified)	-4	0	-2	-5	5	-4	3	1	0.3	-1
CS(=O)(=O)N(CC(=O)NCc1ccncc1)c1ccc(Cl)c(Cl)c1	4	-1	1	2	3	0	5	1	-1.6	6
